Bim-Bcl-XL: inhibitors of Bim-Bcl-XL binding, primary screen, biochemical, multiplexed, bead flow cytometry, human Bcl-XL; Bcl-2-like protein 1 (Homo sapiens), Q07817; AID 1007, 2008; Bim peptide-Bcl-XL binding, fluorescence; hit rate 0.04% among 190,000; inhibition, % at 10 µM
Target sequence (Q07817 whole entry, looked up): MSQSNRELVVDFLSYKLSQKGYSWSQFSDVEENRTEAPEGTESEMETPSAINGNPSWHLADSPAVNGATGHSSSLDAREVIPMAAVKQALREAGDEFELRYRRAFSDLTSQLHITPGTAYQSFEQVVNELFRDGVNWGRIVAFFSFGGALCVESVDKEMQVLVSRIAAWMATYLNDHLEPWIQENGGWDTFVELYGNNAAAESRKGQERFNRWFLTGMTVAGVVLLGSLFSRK
ABCG2 block: ABCG2 efflux pump inhibitors, primary screen, multiplex with ABCB1, IgMXP3 cells, flow cytometry; Broad substrate specificity ATP-binding cassette transporter ABCG2 (Homo sapiens), Q9UNQ0; JC-1 efflux; inhibition, % at 6.6 µM; hit rate 0.1% among 190,000; AID 1325, 2008;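 active means inhibition above 80%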;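 further: 0% = DMSO and 100% = nicardipine control wells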
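Test system: IgMXP3 cells (ABCG2) mixed with DDAO far-red-labelled CCRF-Adr cells (ABCB1). Reagent: JC-1 transporter substrate. Compound dosing: single test compound dose, 6.6 µM final. Times: 10 min compound exposure, 25 °C. Detection: flow cytometry of retained JC-1 fluorescence. Read-out basis: efflux inhibition in percent versus controls. Controls: nicardipine and DMSO wells.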
RGS4-Gao reg: modulators of RGS4 binding to Galphao, primary screen, biochemical, multiplexed bead flow cytometry | Guanine nucleotide-binding protein G(o) subunit alpha (Homo sapiens), P09471 | actives lie on both sides | binding response (% of control), % at 10 µM | hit rate 0.33% among 220,000 | AID 1415, 2008; in the data active means binding response below about 49% or above about 150%; inactive means in between;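 further: fluorescent Galphao activated with aluminum fluoride binding bead-coupled RGS4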
Target sequence (P09471 whole entry, looked up): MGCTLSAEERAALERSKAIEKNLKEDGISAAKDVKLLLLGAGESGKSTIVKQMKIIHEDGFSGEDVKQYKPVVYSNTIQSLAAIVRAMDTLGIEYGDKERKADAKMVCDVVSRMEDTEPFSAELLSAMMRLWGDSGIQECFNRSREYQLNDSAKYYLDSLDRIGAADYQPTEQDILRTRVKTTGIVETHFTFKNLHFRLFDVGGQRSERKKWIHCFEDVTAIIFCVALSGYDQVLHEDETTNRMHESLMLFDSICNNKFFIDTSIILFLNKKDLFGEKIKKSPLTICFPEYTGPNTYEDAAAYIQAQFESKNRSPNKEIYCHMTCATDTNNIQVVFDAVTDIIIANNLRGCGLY
RGS8-Gao: RGS8-Galphao binding modulators, primary screen, biochemical, multiplexed bead flow cytometry; Guanine nucleotide-binding protein G(o) subunit alpha (Homo sapiens), P09471; actives lie on both sides; response (percent of control binding), % at 10 µM; hit rate 0.34% among 220,000; AID 1423, 2008; in the data active means response below about 60% or above about 140%; inactive means in between;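 further: Galphao activated as the GDP aluminium fluoride complex binding bead-coupled RGS8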
Bim-Bcl-B: inhibitors of Bim-Bcl-B binding, primary screen, biochemical, multiplexed, human Bcl-2 family. bead-based flow cytometry, Bim peptide-Bcl-B binding. inhibition, % at 10 µM. hit rate 0.073% among 190,000;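 further: 0% = tracer peptide without compound and 100% = reference inhibitor peptide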
Target sequence (Q9HD36 whole entry, looked up): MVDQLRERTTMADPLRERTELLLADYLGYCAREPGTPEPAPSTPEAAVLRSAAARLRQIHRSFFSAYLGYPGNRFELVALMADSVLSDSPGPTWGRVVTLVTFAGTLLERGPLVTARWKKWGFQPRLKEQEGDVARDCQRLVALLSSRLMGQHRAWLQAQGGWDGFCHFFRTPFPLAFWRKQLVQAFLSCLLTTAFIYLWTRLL
Bim-Bcl-W: inhibitors of Bim binding to Bcl-W, primary screen, biochemical, multiplexed, bead-based flow cytometry; Bim peptide-Bcl-W binding; inhibition, % at 10 µM; hit rate 0.02% among 190,000; AID 952, 2007;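 further: 0% = bound tracer without compound and 100% = peptide blocker; higher means less fluorescent Bim peptide bound to Bcl-W beads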
Bcl-2 Bim block: inhibitors of Bim-Bcl-2 binding, primary screen, biochemical, multiplexed, human Bcl-2 family. Bead-based flow cytometry, Bim peptide-Bcl-2 binding. inhibition, % at 10 µM. hit rate 0.06% among 190,000; in the data active means inhibition above about 40%; inconclusive means no clear call, values can overlap the other calls;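 further: 0% = no compound wells with probe peptide and 100% = reference peptide inhibitor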
Bim-Mcl-1: inhibitors of Bim peptide binding to Mcl-1, primary screen, biochemical, bead-based flow cytometry, multiplex; inhibition, % at 10 µM; AID 1009, 2008; Bim peptide-Mcl-1 binding; hit rate 0.1% among 190,000; Induced myeloid leukemia cell differentiation protein Mcl-1 (Homo sapiens), Q07820;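 further: 0% = no compound tracer wells and 100% = peptide blocker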
ABCB1 block: ABCB1 efflux pump inhibitors, primary screen, cell-based, multiplex, flow cytometry, ABCG2 counter-screen | hit rate 0.067% among 190,000 | CCRF-Adr cells, JC-1 efflux | ATP-dependent translocase ABCB1 (Homo sapiens), P08183 | inhibition, % at 6.6 µM; in the data active means inhibition above about 40%;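 further: 0% = vehicle and 100% = reference inhibitor; higher value means more JC-1 retained so stronger ABCB1 efflux block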
RGS7-Gao: RGS7-Galphao binding modulators, primary screen, biochemical, multiplexed bead flow cytometry; binding response (% of control), % at 10 µM; actives lie on both sides; AID 1439, 2008; hit rate 0.35% among 220,000; Guanine nucleotide-binding protein G(o) subunit alpha (Homo sapiens), P09471; in the data active means binding response below about 49% or above about 150%; inconclusive means no clear call, values can overlap the other calls; inactive means in between;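 further: fluorescent Galphao held in activated GDP-AlF4 state binding bead-coupled RGS7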
Bim-Bfl-1: inhibitors of Bim binding to Bfl-1, primary screen, biochemical, multiplexed, bead-based flow cytometry; Bcl-2-related protein A1 (Homo sapiens), Q16548; Bim-Bfl-1 binding inhibition; inhibition, % at 10 µM; hit rate 0.12% among 190,000;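 further: 0% = wells without compound plus tracer and 100% = blocker peptide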
* marks the source's active call; other numbers are inactive results; ? = inconclusive; . = no result given; [ ] = remark or other dose. Unless noted, no stated cut-off is given here; in the data, active means inhibition above about 40%.

SMILES	Bim-Bcl-B	RGS7-Gao	Bim-Bcl-W	ABCB1 block	Bcl-2 Bim block	RGS4-Gao reg	Bim-Mcl-1	Bim-Bcl-XL	Bim-Bfl-1	RGS8-Gao	ABCG2 block
c1ccc(Nc2nc(N3CCOCC3)nc(N3CCOCC3)n2)cc1	-7	99	1	-4.5	-6	100	2	-2	-8	100	-6
Cc1cc(C)c2sc(N(CCN(C)C)C(=O)c3cc(Cl)sc3Cl)nc2c1	-11	102	-5	3.7	-6	101	-5	-8	-6	103	6
O=C(CN1CCNCC1)NCCSc1ccc(Cl)cc1	-1	103	-6	-0.1	-4	104	-1	-3	-7	100	1
COc1cc(OC)cc(C(=O)N[C@H](C(=O)OCC(=O)NC(=O)NC(C)(C)C)C(C)C)c1	1	?	2	-0.2	-1	95	2	2	0	97	1
COc1cc(CN2CCC(N3CCC(C(=O)N4CCCC4)CC3)CC2)cc2c1OCO2	-10	100	-8	0.9	0	101	-2	-8	-7	104	3
CCCCCNCC(=O)Nc1cccc(C(=O)Nc2cccc(C(F)(F)F)c2)c1	-4	96	-6	3.7	-4	98	-4	-2	3	102	26
CN1CCN(C(=O)CCc2nc3ccccc3c(=O)[nH]2)CC1	-9	102	-2	0.2	-7	100	-5	-8	-9	99	2
CC(C)OCCCn1c(-c2ccc(Br)cc2)c[nH]c1=S	-23	?	5	0.5	2	103	0	2	5	96	5
O=[N+]([O-])c1ccccc1-c1cc(-c2ccccc2O)n[nH]1	-9	95	-4	0.1	-7	97	-8	-4	-3	106	2
NC1=NC(c2cn[nH]c2-c2ccc(F)cc2)n2c(nc3ccccc32)N1 (stereo not drawn)	-7	98	0	0.8	-2	100	-1	-3	-5	101	2
CCNc1nc(Cl)nc(NNC(=O)C(C)Oc2ccccc2)n1 (stereo not drawn)	-9	99	-3	0.0	-7	94	-1	-5	-7	97	13
N#Cc1cc(S(=O)(=O)c2ccc(Cl)cc2)c(N)[nH]c1=O	-4	104	1	0.1	-6	99	0	0	-5	100	0
COc1ccc(CCNC(=O)c2ccn[nH]2)cc1OC	-6	105	-1	0.3	-13	102	-1	-3	-9	100	3
COc1ccc(-c2cc(C(=O)Nc3ccc(Cl)cc3Cl)c3ccccc3n2)cc1OC	-1	101	0	2.1	0	104	-1	1	1	104	11
COC(=O)c1[nH]c2cccc(C)c2c1NC(=O)CN1CCCc2ccccc21	-4	109	-5	1.9	-12	109	-4	-5	-2	97	15
COc1ccc(-c2cc(-c3nnc(COC(=O)C4CC4)o3)c3ccccc3n2)cc1OC	-22	98	1	1.0	5	100	1	7	2	102	-9
CCNC(=O)COC(=O)/C=C/c1cccs1	-3	?	0	0.4	-2	106	-2	-2	-4	102	1
COCc1nnc(NC(=O)CC(C)c2ccccc2)s1 (stereo not drawn)	-9	100	-4	-0.6	-11	98	-8	-14	-22	99	27
CC(C)CC1C(C#N)=C(N)Oc2n[nH]c(-c3ccccc3)c21 (stereo not drawn)	-7	105	-6	-0.1	-3	106	-4	-8	-2	102	2
O=C1CC(SC(=NCc2ccc3c(c2)OCO3)Nc2ccccc2)C(=O)N1 (stereo not drawn)	-10	104	-4	-3.6	-9	102	-3	-1	-9	101	-5
CN(C)/C=C/c1onc(-c2c(F)cccc2Cl)c1C#N	-5	101	-4	4.5	-5	100	-2	-2	-5	99	13
O=c1c2c3c(sc2n2cnnc2n1-c1ccccc1)N(Cc1ccccc1)CCC3	5	102	1	0.8	-5	101	-2	-6	-2	98	3
O=C(c1c(O)c2ccccc2oc1=O)C1CCC1	-4	99	-3	0.3	-2	99	-3	-4	-3	99	1
O=C(CCC(=O)NNC(=O)COc1ccc(Br)cc1)NCc1ccccc1	-4	103	-1	1.1	-3	102	-1	2	-3	107	2

Reprinted at random: 2 compounds from above, in no set order.
SMILES	Bim-Bcl-B	RGS7-Gao	Bim-Bcl-W	ABCB1 block	Bcl-2 Bim block	RGS4-Gao reg	Bim-Mcl-1	Bim-Bcl-XL	Bim-Bfl-1	RGS8-Gao	ABCG2 block
COCc1nnc(NC(=O)CC(C)c2ccccc2)s1 (stereo not drawn)	-9	100	-4	-0.6	-11	98	-8	-14	-22	99	27
O=C(c1c(O)c2ccccc2oc1=O)C1CCC1	-4	99	-3	0.3	-2	99	-3	-4	-3	99	1

(next part)
SMILES	Bim-Bcl-B	RGS7-Gao	Bim-Bcl-W	ABCB1 block	Bcl-2 Bim block	RGS4-Gao reg	Bim-Mcl-1	Bim-Bcl-XL	Bim-Bfl-1	RGS8-Gao	ABCG2 block
CCN(CC)c1cc2nc(C)n(Cc3ccccc3)c(=O)c2cc1NC(=O)C1CC1	-53	98	-43	2.2	-41	95	-50	-31	-38	84	9
O=c1[nH]nc(Cc2ccc3ccccc3n2)c2ccccc12	-11	99	-1	1.0	-5	102	-5	-7	-15	105	6
CCOC(=O)C1=C(C)Nc2ccccc2N=C1N	0	93	1	-0.4	0	101	2	5	-4	100	0
Cc1ccc(C2C3=C(CC(C)(C)CC3=O)NC3=C2C(=O)c2ccccc23)cc1 (stereo not drawn)	-6	101	-6	0.4	3	96	-4	-5	-2	101	2
Cc1cc(Cl)ccc1NC(=S)NCc1ccco1	-8	97	-3	1.5	-6	100	-4	-10	-7	99	18
COc1ccc(C(=O)N/C(=C/c2cccc3ccccc23)C(=O)NCCc2c[nH]c3ccccc23)cc1OC	-4	101	4	1.5	-1	105	-2	-1	0	107	4
Cc1nc2scc(-c3ccco3)c2c(=O)n1/N=C/N(C)C	0	99	1	0.5	-1	97	-1	0	7	96	5
Cc1ccc2nc(-c3cccc(NC(=O)c4ccc5c(c4)OCCO5)c3)oc2c1	-8	99	-3	-2.7	-4	99	-8	2	-3	98	-5
CCOc1cc(N2CCOCC2)c(OCC)cc1NC(=O)C1CCCC1	-3	93	-1	0.2	3	96	-3	-2	0	98	1
CC(C)(C(=O)Nc1nccs1)c1ccccc1	-5	156*[activator]	-2	0.1	-1	137	-4	-4	-5	139	1
Cc1cccc(NC(=O)Cn2c(O)c(N=NC(=O)c3ccncc3)c3ccccc32)c1	-2	?	0	0.7	0	105	-1	-2	-3	102	1
Cc1ccc(N2C(=O)C3C4CC(=O)C(c5ccccc54)C3C2=O)cc1 (stereo not drawn)	1	106	11	-0.1	0	113	0	7	4	112	0
COc1ccc(S(=O)(=O)Nc2cccc(SC)c2)cc1OC	7	104	4	0.9	7	101	7	9	7	104	1
Nc1nc(CSc2ccccn2)nc(Nc2ccccc2)n1	-7	103	0	4.5	-1	104	0	-6	-10	104	4
CSc1nc(-c2ccc(F)cc2)cc(=O)[nH]1	-3	92	-3	0.1	-4	91	-4	-2	0	100	5
CCC(CO)NCc1ccc(OC2CCCC2)cc1 (stereo not drawn)	-14	103	-8	-0.4	-13	99	-10	-2	-1	104	-1
Brc1ccc(-c2cnc3n2CCCC3)cc1	-4	96	-2	0.2	0	99	-1	-1	-2	99	0
CCOC(=O)c1c(CC(C)C)csc1/N=C/C1C(=O)CC(C)(C)CC1=O	-1	?	-2	-0.2	-2	100	-2	-2	-3	102	0
N#Cc1ccc(Nc2ccccc2)c(N)c1	0	79	1	0.2	0	80	1	-2	0	83	2
Cc1ccc(C)c(OCC(=O)N2CCOCC2)c1	-10	102	-2	-0.3	-11	97	-4	-3	-17	98	-2
O=C(NN1C(=O)c2ccccc2NC1c1ccccn1)c1ccccc1 (stereo not drawn)	0	105	-2	0.0	0	107	-6	-3	-2	108	0
Nc1nc2ccc(N3CCOCC3)cc2s1	-9	99	5	0.5	-5	100	0	5	-5	96	2
COCc1cc(C)n(CC(=O)Nc2cc(C)cc(C)c2)c(=O)c1C#N	-4	109	-2	0.1	-8	110	-1	-4	-5	106	1
CCOC(=O)c1[nH]c2c(c1-c1ccccc1)C(=O)CC(c1ccc(Cl)cc1)C2 (stereo not drawn)	-2	.	-3	1.0	0	.	-2	-1	-1	.	11
C=CCO/N=C(/C)c1c(O)c(CC)c(-c2ccccc2)n(-c2ccccc2)c1=O	0	100	2	0.1	2	100	3	-4	0	102	0
CC(C)c1ccc(NC(=O)C2C3C=CC4(CN(CCCN5CCOCC5)C(=O)C24)O3)cc1 (stereo not drawn)	2	98	0	-0.2	1	98	2	0	-3	98	-2
Cc1nc(Nc2nc3ccccc3o2)nc(C)c1C(=O)Nc1ccc(F)cc1	-2	109	-4	1.7	-2	106	-4	-1	2	103	20
COc1ccc(CN2C(=O)CCCc3ccccc32)cc1	-1	100	-3	-0.1	-2	101	0	-3	-5	101	0
O=C1CC(c2ccc(F)cc2)C(n2cncn2)C(O)=C1C1NCCc2ccccc21 (stereo not drawn)	-2	101	1	-0.4	0	99	0	0	-2	100	-1
CCC(CC)C(=O)Nc1cccc(C(=O)Nc2ccc(OC)cc2[N+](=O)[O-])c1	0	93	0	0.9	-1	93	-2	-3	-1	95	6

Source: PubChem BioAssay (NMMLSC)
